# NPSR antag – antagonists of human neuropeptide S receptor cAMP signaling; 220,000 compounds, 1% hits; CHO-NPSR cells, cAMP TR-FRET, antagonist mode; AID 1461; Potency, µM (top dose mostly 38.3 µM), for inactives: at the highest dose activity change, negative = inhibition, hits mostly inhibitors; Q6W5P4; also: % is scaled to controls: 0 for no effect and ±100 for the full control effect; nearly all actives have a fitted effect of over 50% in size; many of its hits are not listed in these tables
# Target sequence (Q6W5P4 whole entry, looked up): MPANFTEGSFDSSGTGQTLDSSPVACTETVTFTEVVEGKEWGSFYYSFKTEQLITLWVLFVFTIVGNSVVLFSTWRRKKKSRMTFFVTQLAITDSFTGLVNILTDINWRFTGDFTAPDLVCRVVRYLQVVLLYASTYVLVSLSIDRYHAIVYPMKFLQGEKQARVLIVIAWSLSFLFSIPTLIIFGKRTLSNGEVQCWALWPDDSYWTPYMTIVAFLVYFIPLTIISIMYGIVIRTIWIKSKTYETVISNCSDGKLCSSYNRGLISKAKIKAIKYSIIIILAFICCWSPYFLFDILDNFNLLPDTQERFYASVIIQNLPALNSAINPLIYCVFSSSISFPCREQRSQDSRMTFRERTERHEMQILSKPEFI
# Tau fluor cs – counter-screen for tau fibril formation inhibitors. Potency, µM (highest dose often 57.7 µM), for the others: at the highest dose activity change, negative = decrease. AID 1463. 280,000 compounds, 0.93% hits. tau K18 P301L Alexa594 fluorescence, heparin fibrillization; also: % is scaled to controls: 0 for no effect and ±100 for the full control effect; nearly all actives have a fitted effect of over 55% in size
#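 Human tau K18 P301L (15 uM unlabeled, 0.24 uM Alexa 594-labeled) in 100 mM sodium acetate pH 7 with 20 uM heparin, 6 hr at 37 C. ThT 30 uM added, 1 hr ambient; Alexa 594 FP and total fluorescence read at 555/632 nm.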
# ALDH1A1 block – blocks purified human ALDH1A1 activity | Purified ALDH1A1, NADH fluorescence, propionaldehyde substrate | 220,000 compounds, 7.3% hits | P00352 | Potency, µM (series often up to 75.3 µM), inactives show at the top dose activity, negative = inhibition, hits mostly inhibitors; active = well fitted inhibition curve with a large enough effect, not every such curve was filed as active; inconclusive = small, poorly fitted or top-dose-only effect, or another doubt; inactive = no such curve, though single readings can be large or run the other way;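 also: plate controls were no enzyme wells and a reference inhibitor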
# Target sequence (P00352 whole entry, looked up): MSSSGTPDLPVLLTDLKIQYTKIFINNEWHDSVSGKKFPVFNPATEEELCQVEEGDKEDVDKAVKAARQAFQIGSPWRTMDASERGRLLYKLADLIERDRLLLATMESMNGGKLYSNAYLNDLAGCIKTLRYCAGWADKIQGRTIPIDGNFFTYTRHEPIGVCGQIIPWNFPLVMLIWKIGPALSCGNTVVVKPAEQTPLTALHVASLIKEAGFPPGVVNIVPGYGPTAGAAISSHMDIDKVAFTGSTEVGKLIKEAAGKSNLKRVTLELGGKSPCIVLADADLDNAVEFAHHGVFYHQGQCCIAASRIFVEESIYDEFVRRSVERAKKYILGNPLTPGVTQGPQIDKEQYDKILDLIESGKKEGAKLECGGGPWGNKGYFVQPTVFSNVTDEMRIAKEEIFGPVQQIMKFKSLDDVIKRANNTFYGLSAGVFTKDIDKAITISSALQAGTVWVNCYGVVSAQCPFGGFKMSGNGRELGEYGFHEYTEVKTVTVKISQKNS
# GAA glycogen – inhibitors or activators of human alpha-glucosidase glycogen cleavage; P10253; recombinant GAA, glycogen substrate, Amplex Red glucose oxidase fluorescence; Potency, µM (top dose mostly 76.4 µM), for the others: at the highest dose activity change, negative = inhibition, hits mostly inhibitors; 300,000 compounds, 0.38% hits;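 also: 0% = full enzyme reaction and -100% = no-enzyme basal signal; the screen sought inhibitors and activators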
#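 qHTS, 1536-well; enzyme 4 nM final; cpd up to 77 uM; substrate bovine liver glycogen 30 ug; 50 mM citrate/phosphate pH 5.0, 0.01% Tween-20; 37 C, 40 min; Amplex Red detection 45 min RT; Hill fit → AC50.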
# aGal spleen mod – inhibitors or activators of human alpha-galactosidase in spleen homogenate; AID 2107; 240,000 compounds, 0.008% hits; human spleen homogenate, 4MU-alpha-Gal fluorescence, 40 min; Potency, µM (top dose mostly 80 µM), for inactives: top-dose activity change, negative = inhibition, actives largely listed as inhibitors;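 also: 0% = enzyme with vehicle and -100% = no enzyme basal signal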
#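 Spleen homogenate 1 ug + cpd (titration) + 4-MU-alpha-D-galactopyranoside 1 mM; 37C 40 min; 50 mM citrate/phosphate pH 5.0, 0.01% Tween-20; stop pH 10; fluorescence 365/440; AC50 via Hill.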
# GAA inhib – inhibitors of human lysosomal alpha-glucosidase. P10253. AID 1466. purified human GAA, 4-MU-alpha-glucoside fluorescence. Potency, µM (doses to about 76.9 µM), for the others: at the highest dose activity change, negative = inhibition, usual class: inhibitors. 200,000 compounds, 0.005% hits;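 also: plate controls were uninhibited enzyme wells for no effect and no-enzyme background for full effect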
#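 Endpoint fluorogenic read: 20 min room-temperature reaction of 4 nM human alpha-glucosidase with 400 uM 4-methylumbelliferyl-alpha-D-pyranoside, pH 5.0, quenched with 1M NaOH/1M glycine pH 10. AC50 from Hill modeling.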
# Epigenetic reg – epigenetic control regulation, reporter derepression | murine LDR cells, GFP reporter derepression, 30 h | Potency, µM (highest dose often 53.9 µM), for the others: at the top dose GFP activation, usual class: activators | 280,000 compounds, 0.2% hits | AID 1865; also: % of control where 0% means no effect; nearly all actives have a fitted effect of over 60% in size
#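 GFP-positive cell count by laser-scanning cytometry (objects 20–120 um) after 30 h, 37 C compound exposure of murine LDR cells; reporter is CMV-GFP integrated at a silenced locus, inducible by HDAC or DNMT inhibitors.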
# aGlu spleen mod – inhibits or activates alpha-glucosidase in human spleen homogenate. P10253. human spleen homogenate, 4-MU-alpha-glucoside fluorescence. Potency, µM (doses to about 79.9 µM), without a hit: top-dose activity change, negative = inhibition, hits mostly inhibitors. 240,000 compounds, 0.006% hits;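 also: 0% = enzyme with vehicle and -100% = no enzyme basal signal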
#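 Human spleen homogenate (1 ug) incubated with compounds and 1 mM 4-methylumbelliferyl-alpha-D-glucopyranoside in pH 5.0 citrate/phosphate buffer, 37 C, 40 min. Stopped at pH 10; 4-MU fluorescence (Ex 365/Em 440 nm); AC50 by Hill fit.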
# Numbers without * were called inactive; ? = inconclusive; . = not tested or not shown; & = joins results of further samples; [ ] = another dose, or the depositor's remark. Unless noted, calls follow the shape of the dose curve; as a rule, active = well fitted curve in the direction sought with a large enough effect; inconclusive = small, poorly fitted or top-dose-only effect, or another doubt; inactive = no such curve, though single readings can be large; an effect the other way counts as inactive or inconclusive. Potency is read from the fitted curve at half-maximal effect.
SMILES,NPSR antag,Tau fluor cs,ALDH1A1 block,GAA glycogen,aGal spleen mod,GAA inhib,Epigenetic reg,aGlu spleen mod
O=C(CC(NCc1ccccn1)C(=O)O)Nc1ccccc1Cl (configuration not stated),11%,-2%,-8%,7%,-3%,-4%,-4.2%,6%
CCC(C)NC(=O)C1CCCN(c2nc(C)cc(OC)n2)C1 (configuration not stated),1%[46.1 µM],3%,-11%,3%,-7%,3%,0.0%,-6%
CCN(CC(=O)Nc1ccccc1-c1ccccc1)Cc1nc2ccccc2c(=O)[nH]1,-23%,-1%,?,28%,5%,3%,4.0%,9%
Fc1ccc(C(OCCCc2cnc[nH]2)c2ccc(F)cc2)cc1,-11%[46.1 µM],-16%,-10%,.,6%,.,-1.2%,8%
CCOC(=O)C1=C(C)NC(C)=C(C(=O)OCC)C1,-9%[46.1 µM],?,-11%,6%&9%,4%&10%,-4%,0.0%&0.1%,-6%&5%
CN(CC1CCOCC1)C(=O)CC1C(=O)NCCN1Cc1ccc(-c2ccccc2)cc1 (configuration not stated),-16%,-13%,-2%,-9%,-16%,11%,1.1%,-26%
COc1ccc2[nH]c(=O)c(CNc3ccc(C)cc3C)cc2c1,3%,-30%,.,?,2%,.,-1.0%,-4%
CCC(=O)c1ccc(OCC(O)CN2CCN(C(c3ccccc3)c3ccccc3)CC2)cc1 (configuration not stated),?,-11%,6%,7%,5%,-1%,0.8%,-8%
Cc1ccc2[nH]c3c(=O)n(Cc4ccco4)cnc3c2c1,8%,-3%,.,1%,5%,.,-1.0%,-6%
O=C(Cc1ccc2c(c1)OCCO2)N1CCN(S(=O)(=O)c2cccs2)CC1,-5%,4%,-4%,6%,4%,-1%,9.7%,6%
CC(C)CN(Cc1c(O)ccc2c3c(c(=O)oc12)CCC3)CC(C)C,-5%[46.1 µM],-2%,?,4%,?,?,-1.5%,?
Cc1nc2cc(C(=O)OCC(=O)Nc3ccc(C#N)cc3)ccc2n1-c1ccccc1,-14%,6%,-2%,-7%,6%,-7%,-1.8%,4%
COc1ccc(/C=N/NC(=O)c2ccc(Br)o2)cc1Cn1cc([N+](=O)[O-])cn1,-1%,-17%,-10%,-14%,11%,4%,0.0%,3%
COc1ccc(NC(=S)N(CCc2nc3cc(C)c(C)cc3[nH]2)Cc2cccnc2)cc1,-21%[46.1 µM],-29%,13µM*,-18%,-3%,-11%,-1.6%,-5%
C/C(=N\O)C(=O)NCCN(C)C,11%,-6%,13%,-2%,5%,0%,-3.2%,1%
Cc1ccc(-n2nc(C(=O)O)c(O)cc2=O)cc1,-9%,3%,?,-19%,4%,1%,-3.2%,6%
Cc1ccc(N(C(=O)c2csnn2)C(C(=O)NC(C)(C)C)c2cccnc2)cc1 (configuration not stated),-2%,7%,1%,4%,-2%,1%,-1.5%,-2%
Cc1nonc1NCn1nnc2ccccc21,4%[46.1 µM],0%,?,0%,-5%,3%,0.1%,1%
Cc1cc(=O)[nH]c(SCC(N)=O)c1C#N,-7%[46.1 µM],-8%,-3%,1%,19%,-1%,-1.0%,-6%
CC(C)OC(=O)C1C2C=CC3(CN(CC4CCCO4)C(=O)C13)O2 (configuration not stated),-9%[46.1 µM],7%&-10%,-2%,-8%&-11%,1%&-16%,-1%,0.0%&-6.5%,2%&-1%
NNc1nc2sc3c(c2c(=O)[nH]1)CCc1ccccc1-3,22%,?,-1%,2%,-1%,7%,-2.1%,-3%
COc1ccccc1N1CCN(C(=O)c2ccc(S(=O)(=O)N3CCCCCC3)cc2)CC1,-8%[46.1 µM],-14%,?,-9%,-8%,-4%,0.0%,-24%
CN1CCN(c2nc(-c3ccc(Br)cc3)nnc2-c2ccccc2)CC1,?,-12%,22µM*,12%,-7%,-6%,6.1%,-8%
O=C(NCc1ccccn1)C(=O)NN=C1CCCCCCCCCCC1,-1%,5%,6%,?,5%,14%,-1.1%,2%
Cc1c(NC(=O)c2ccc(Br)o2)cccc1C(=O)O,-1%[46.1 µM],-4%,-5%,-2%,0%,-6%,-5.6%,0%
COc1ccc(CN(CCO)CCO)cc1[N+](=O)[O-],16%,-13%,-37%,11%,-2%,4%,1.0%,6%
O=C(NCc1ccccc1)C1CCCN(S(=O)(=O)c2cccnc2)C1 (configuration not stated),4%[46.1 µM],2%,?,6%,5%,-14%,2.3%,2%
O=C(NCc1ccccn1)C1CCCN(S(=O)(=O)c2ccccc2)C1 (configuration not stated),-3%[46.1 µM],-7%,9%,-2%,-7%,-2%,0.0%,-14%
CCOC(=O)c1cnc(-n2nc(C)cc2C)nc1NC1CCCCC1,?,-9%,25µM*,4%,6%,8%,-1.0%,-1%
O=S(=O)(c1ccc(F)c(F)c1F)N1CCN(C(=S)Nc2ccccc2)CC1,-15%,-11%,?,-15%,-8%,5%,-0.5%,-24%
Cc1cc(C(=O)COc2ccc(-c3nnco3)cc2)c(C)n1Cc1ccccc1,0%[7.67 µM],-21%,?,-10%,13%,1%,8.9%,8%
COc1cc(C(=O)Nc2ccc3c(c2)OCO3)ccc1OCc1c(C)noc1C,-5%,-19%,-6%,8%,1%,3%,-1.3%,5%
O=C(c1ccc(Cl)cc1)C1CCCN(Cc2cnn(-c3ccccc3)c2)C1 (configuration not stated),44%,-13%,1%,10%,-3%,.,-0.2%,0%
CCN(CC)S(=O)(=O)c1cc(OC)c(C)cc1C,-1%,-6%,?,24%,3%,-9%,-3.1%,2%
Cc1nn(-c2ccccc2)c(C)c1/C=N/NC(=O)CSc1nc2ccccc2c(=O)n1-c1ccccc1,-29%,-5%,?,2%,7%,8%,0.0%,3%
Cc1ccccc1CS(=O)(=O)Cc1ccc(C(=O)N2CCOCC2)o1,0%[46.1 µM],-5%,9%,-2%,-1%,5%,0.0%,-2%
Cn1c(N=Nc2ccccc2)nc2ccccc21,-52%,2%,-6%,3%,17%,3%,-1.0%,8%
CCCn1c(=O)c(F)cn(Cc2ccc(OC)c([N+](=O)[O-])c2)c1=O,-4%[46.1 µM],6%,-4%,7%,7%,4%,0.0%,-8%
CCOc1ccc(C2=C/C(=C/c3cccnc3)C(=O)O2)cc1,-8%[46.1 µM],-11%,-7%,0%,-3%,7%,-0.9%,-2%
C=CCSc1nnc(NC(=O)CSc2nc(CCC)cc(=O)[nH]2)s1,-13%[46.1 µM],2%,-1%,0%,6%,-4%,-2.0%,-1%
O=C(NC(NC1CCS(=O)(=O)C1)C(Cl)(Cl)Cl)c1cccc(Cl)c1 (configuration not stated),-4%[46.1 µM],-11%,8%,3%,1%,-12%,0.0%,-1%
Cc1cc(C)c(NC(=O)Cc2ccc(-n3cccc3)cc2)c(C)c1,10%,9%,3%,6%,1%,-4%,-1.8%,3%
CCOC(=O)c1c(NC(=O)Cn2nc(C(F)(F)F)cc2C)sc2c1CCC2,-38%,-11%,?,-13%,-10%,-2%,0.0%,1%
O=C(COC(=O)c1ccc([N+](=O)[O-])s1)NCc1ccc(F)cc1,9%,-10%,7.1µM*,15%,-18%,0%,-2.5%,-9%
COc1ccc(OC)c(-n2c(C)ccc2-c2ccc(S(C)(=O)=O)cc2)c1,-11%[46.1 µM],-13%,?,-1%,-16%,-2%,0.0%,-14%
CCOC(=O)c1cnc2nc(N3CCOCC3)nn2c1N,2%,-2%,-5%,-1%,3%,?,-5.0%,9%
CCn1cc(C(=O)NCCCOC(C)C)c2cc(OC)c(OC)cc2c1=O,-13%[46.1 µM],1%,?,0%,-3%,-4%,-2.1%,-2%
CCOC(=O)c1cnc2ccc(C(=O)OC)cc2c1NCCc1ccc(OC)c(OC)c1,-34%,6%,1%,4%,10%,-3%,0.0%,2%

# Molecules listed so far that have an NH in an aromatic ring, in the order listed:
SMILES,NPSR antag,Tau fluor cs,ALDH1A1 block,GAA glycogen,aGal spleen mod,GAA inhib,Epigenetic reg,aGlu spleen mod
CCN(CC(=O)Nc1ccccc1-c1ccccc1)Cc1nc2ccccc2c(=O)[nH]1,-23%,-1%,?,28%,5%,3%,4.0%,9%
Fc1ccc(C(OCCCc2cnc[nH]2)c2ccc(F)cc2)cc1,-11%[46.1 µM],-16%,-10%,.,6%,.,-1.2%,8%
COc1ccc2[nH]c(=O)c(CNc3ccc(C)cc3C)cc2c1,3%,-30%,.,?,2%,.,-1.0%,-4%
Cc1ccc2[nH]c3c(=O)n(Cc4ccco4)cnc3c2c1,8%,-3%,.,1%,5%,.,-1.0%,-6%
COc1ccc(NC(=S)N(CCc2nc3cc(C)c(C)cc3[nH]2)Cc2cccnc2)cc1,-21%[46.1 µM],-29%,13µM*,-18%,-3%,-11%,-1.6%,-5%
Cc1cc(=O)[nH]c(SCC(N)=O)c1C#N,-7%[46.1 µM],-8%,-3%,1%,19%,-1%,-1.0%,-6%
NNc1nc2sc3c(c2c(=O)[nH]1)CCc1ccccc1-3,22%,?,-1%,2%,-1%,7%,-2.1%,-3%
C=CCSc1nnc(NC(=O)CSc2nc(CCC)cc(=O)[nH]2)s1,-13%[46.1 µM],2%,-1%,0%,6%,-4%,-2.0%,-1%

# Screening data (PubChem)

# These rows are one share of the data. The share of hits here may be higher or lower than overall.
